Salmonella PhoP GFP = PhoP regulon inhibitors, Salmonella typhi PhoP promoter GFP reporter, confirmatory (AID 1850); one-dose inhibition, % at 50 µM; IC50 in µM for titrated hits; Salmonella Typhi PhoP-promoter GFP reporter, fluorescence, 4 h; higher % means a stronger effect; hit rate 0.33% among 310,000; in the data active = a potency from the dose series; inconclusive = inhibition mostly from about 25% at the one dose, without a potency; inactive = the rest, 99 in 100 with inhibition below about 19%;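 note: 0% = induced wells with vehicle and 100% = uninduced wells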
H1N1 NS1A inhibition = H1N1 influenza NS1A inhibitors, functional cell based assay (AID 504329) | NS1A functional cell-based assay, percent inhibition; higher % means a stronger effect | inhibition, % at 12.5 µM; hits with a dose series show IC50 in µM | hit rate 0.3% among 340,000; in the data active = a potency from the dose series; inconclusive = inhibition above about 27% without an active follow-up result; note: strong numbers were not always called active
VEEV TC-83 Vero = inhibitors of VEEV TC-83 cytopathic effect, confirmation, Vero cells (AID 588727); Vero cells, VEEV TC-83 cytopathic effect inhibition; higher % means a stronger effect; inhibition, % at 20 µM; hits with a dose series show IC50 in µM; hit rate 0.13% among 350,000; in the data active = a potency from the dose series; inconclusive = inhibition mostly from about 14% at the one dose, without a potency; inactive = the rest, 99 in 100 with inhibition below about 12%; note: strong numbers were not always called active
H37Rv inhibition = M. tuberculosis growth inhibition, HTS (AID 449762). M. tuberculosis H37Rv growth inhibition, 7H9 media; higher % means a stronger effect. inhibition, % at 25 µM; hits with a dose series show IC50 in µM. hit rate 0.59% among 330,000; in the data active = a potency from the dose series; inconclusive = inhibition above about 70% without an active follow-up result;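 note: bacterial growth assessed after seven days of incubation; strong numbers were not always called active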
tuberculosis growth = growth inhibition of non-replicating M. tuberculosis (AID 488890); Mycobacterium tuberculosis non-replicating, growth inhibition; higher % means a stronger effect; one-dose inhibition, % at 25 µM; IC50 in µM for titrated hits; hit rate 0.39% among 320,000; in the data active = a potency from the dose series; inconclusive = inhibition mostly from about 82% at the one dose, without a potency; inactive = the rest, 99 in 100 with inhibition below about 76%;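 note: plate controls were DMSO cells for no effect and high antibiotic wells for full effect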
* marks the source's active call; other numbers are inactive results; i = inactive; ? = inconclusive; nt = no result given.

mol	Salmonella PhoP GFP	H1N1 NS1A inhibition	VEEV TC-83 Vero	H37Rv inhibition	tuberculosis growth
COc1cccc(N2C(=O)CC(N3CCc4ccccc43)C2=O)c1 (configuration not stated)	4.8%	1.9%	6.7%	1.4%	2.5%
CCCCn1c(=O)[nH]c(=O)c2c1nc(-c1ccccn1)n2CC	7.6%	2.0%	1.4%	4.3%	8.1%
Nc1nonc1C(=O)NCCNc1ccc([N+](=O)[O-])cn1	5.9%	-9.6%	i	4.1%	-7.9%
O=c1cc(/C=C/c2c(F)cccc2Cl)[nH]c2ccccc12	10.5%	-6.0%	1.2%	?	76.2%
CC(C)(C)c1ccc(C(=O)Nc2ccc(CN3CCS(=O)(=O)CC3)cc2)cc1	2.3%	-1.6%	4.8%	-0.1%	16.7%
COc1ccc(N(CC(=O)Nc2ccccc2SC)S(C)(=O)=O)cc1OC	1.0%	1.4%	i	-14.4%	6.3%
CCOc1ccccc1Nc1ccc(C(=O)O)cc1[N+](=O)[O-]	3.7%	-3.9%	2.2%	-9.6%	-11.5%
CCOC(=O)c1c(NC(=O)C(NCCN(C)C)c2ccccc2)sc2c1CCCC2 (configuration not stated)	-1.0%	11.3%	i	4.75µM*	?
Cn1c(=O)c(=O)n(C)c2cc(N3CCCC3)c(NS(=O)(=O)c3ccc(Cl)cc3)cc21	-5.4%	3.1%	2.3%	-5.0%	-2.3%
COC(=O)C1=C(c2ccccc2OCc2ccccc2)C[C@@H]2CC[C@H]1N2C(=O)NCc1ccc(N(C)C)cc1	nt	17.0%	3.6%	7.6%	35.8%
CC(C)C(NC(=O)OCc1ccccc1)C(=O)NCC(=O)OC(C)(C)C (configuration not stated)	0.5%	-11.3%	1.0%	-12.9%	-12.0%
CCNC(=S)NC1CC2CCCC(C1)N2Cc1ccco1 (configuration not stated)	-0.9%	-5.2%	0.3%	-4.3%	0.5%
OCC#Cc1ncc(C(F)(F)F)cc1Cl	1.2%	1.3%	2.2%	-7.3%	72.8%
CCCN1C(=O)c2cc(C(=O)Nc3ccccc3OC)ccc2C1Nc1ccccc1OC (configuration not stated)	-2.7%	-0.9%	9.0%	10.0%	-6.1%
CC(C(=O)O)N1C(=O)CSC1=S (configuration not stated)	13.1%	-8.9%	0.9%	-2.5%	-13.9%
COc1ccc(N2CCCn3c2nc2c3c(=O)n(CCc3ccccc3)c(=O)n2C)cc1	1.9%	-2.1%	12.1%	1.5%	-14.6%
Cc1cc(C)n(-c2ccc(C(=O)OCC(=O)NC(c3ccccc3)c3ccccc3)cc2)n1	-6.5%	-6.7%	1.0%	-9.5%	-8.2%
Cc1cc2cc(CNC(=O)Cc3ccc([N+](=O)[O-])cc3)ccc2n1C	0.5%	22.1%	2.6%	3.9%	35.3%
CCCN(CCO)Cc1cccc(Oc2ccccc2)c1	-0.5%	-5.1%	i	-5.0%	5.0%
CCCCCCn1c2c(c(=N)c3c1CCC3)CCC2	12.0%	1.2%	i	-5.0%	46.8%
CCSc1nc(C2CC2)cc(-c2cccs2)c1C#N	4.5%	-6.4%	i	7.2%	10.8%
CC(C)(C)C(=O)NNC(=O)c1cc(C(C)(C)C)nn1Cc1ccccc1	3.1%	-20.7%	1.1%	5.5%	-14.6%
N#C/C=C(/N)c1ccc(Br)cc1	-2.1%	-14.8%	0.0%	1.9%	23.4%
CNC(=O)C(=O)N/N=C/c1ccc(Br)cc1	4.0%	-3.3%	0.3%	2.0%	1.4%
COc1ccc(-c2nnc(NC(=O)CSc3ccc(C)cc3)s2)cc1OC	-1.1%	-0.2%	3.0%	3.2%	7.8%
Cc1cc(C)c2cc(C(c3nnnn3CC3CCCO3)N3CCN4CCCC4C3)c(=O)[nH]c2c1 (configuration not stated)	-11.4%	10.9%	i	7.2%	27.1%
O=C(c1cc2ccccc2oc1=O)N(Cc1ccc(F)cc1)C1CCS(=O)(=O)C1 (configuration not stated)	2.9%	-18.1%	0.1%	-4.0%	15.4%
CCC(=O)Nc1ccc(C(=O)CSc2nc3ccccc3cc2CC)cc1	1.8%	-5.4%	i	5.4%	2.9%
CCn1cc(C(=O)O)c(=O)c2cc(F)c(N3CCN(C(=S)NC(=O)c4ccccc4F)CC3)cc21	55.1µM*	-1.1%	2.0%	58.1%	?
O=C(COC(=O)/C=C/c1ccc(Cl)cc1)Nc1ccc2[nH]c(=O)[nH]c2c1	0.3%	-6.7%	i	-6.0%	-17.8%
CCC1=C(C)CN(C(=O)NCCc2ccc(S(=O)(=O)NC(=O)NC3CCC(C)CC3)cc2)C1=O (configuration not stated)	-12.4%	-5.2%	7.7%	-10.7%	4.3%
CCc1c(C(=O)Nc2nnc(C3CC3)s2)csc1C	-3.9%	-5.8%	7.3%	-8.9%	6.6%
COc1ccc(S(=O)(=O)N2CCCCC2)cc1NC(=O)Cc1cccs1	nt	-0.9%	i	-0.1%	-23.3%
COC(=O)C1=C(CS(=O)(=O)c2ccc(OC)c(OC)c2)NC(=O)NC1c1ccc(O)c(OC)c1 (configuration not stated)	-0.8%	-6.5%	1.7%	5.4%	13.0%
COc1cccc(-c2nc(CS(=O)(=O)CC(=O)NCc3ccccc3)c(C)o2)c1	7.2%	-7.9%	1.0%	1.9%	-43.6%
CCN(CC)c1c([N+](=O)[O-])c(=O)sc2ccccc12	-4.9%	4.7%	i	0.1%	-4.1%
Cc1ccsc1C1C(C(=O)O)c2ccccc2C(=O)N1C (configuration not stated)	12.1%	-0.2%	i	2.0%	-5.5%
CCOC(=O)N1CCN(C(=O)COC(=O)CSc2ccc([N+](=O)[O-])cc2)CC1	-0.6%	-4.7%	2.5%	2.0%	24.1%
Cc1ccccc1CN1CCN(Cc2ccccc2C(F)(F)F)CC1	2.2%	2.3%	0.5%	-3.2%	0.6%
O=C(Cn1nnc(-c2ccccc2)n1)Nc1ccc2c(c1)OCO2	14.7%	-1.2%	0.1%	-4.1%	-4.0%
C=CC[C@@H](Cc1ccc(F)cc1)C(=O)OC[C@@H]1CCCN1C(=O)[C@H](CC=C)CC(=O)N(CCO)Cc1ccccc1	nt	1.0%	5.1%	3.5%	17.3%
Cc1cc(C)nc(N2CCCC(C(=O)NCCC3=CCCCC3)C2)n1 (configuration not stated)	4.6%	0.2%	i	6.9%	9.1%
N#CC1=C(N)Oc2cc(O)ccc2C1c1ccncc1 (configuration not stated)	-5.5%	0.2%	0.3%	-3.2%	-7.8%
CCOC(=O)c1nc(NCc2cccc(OC)c2)c2ccccc2n1	0.2%	-3.4%	0.3%	4.0%	0.1%
Clc1ccc(/C=C/c2ncc3ccccn23)cc1	2.5%	-12.9%	2.9%	-0.6%	34.9%
CCOC(=O)c1csc(N)c1-c1ccc([N+](=O)[O-])cc1	-3.2%	-15.5%	i	12.4%	27.7%
CN(C)C1=NCCN1CCc1ccc(F)cc1	1.1%	-22.6%	0.1%	-0.2%	1.9%
CCC(=O)NC(C)C(c1cccs1)N1CCN(Cc2ccccc2)CC1 (configuration not stated)	-2.1%	3.5%	0.8%	-5.3%	-13.7%
CCO[C@@H]1OC(C(=O)N2CCN(Cc3ccccc3)CC2)=C[C@H](c2cn(C(C)=O)c3ccccc23)[C@H]1CCCO	-4.0%	4.6%	4.7%	16.8%	22.9%
CCCN(CC(=O)Nc1ccccc1OC)C(=O)c1cnc(Cl)c(Cl)c1	4.5%	-5.7%	i	3.2%	-3.1%
CCCCSc1nc(C)c(C(C)=O)cc1C#N	5.0%	-7.8%	0.3%	0.1%	6.2%
Cc1onc(-c2c(F)cccc2Cl)c1C(=O)NCC1COc2ccccc2O1 (configuration not stated)	2.4%	6.8%	3.2%	-14.4%	-0.4%
Cc1cc(CC(C)C)n(-c2nc3ccccc3c(=O)n2OCc2ccccc2)n1	10.5%	-2.8%	i	58.9%	60.6%
O=C(O)CCC(=O)N1N=C(c2ccco2)CC1c1ccco1 (configuration not stated)	-14.5%	5.9%	0.1%	0.7%	7.3%
CC(C)(C)n1nnnc1C(c1cccc(C(F)(F)F)c1)N1CCOCC1 (configuration not stated)	-3.5%	6.0%	1.1%	3.6%	4.8%
CN(Cc1ccccc1)S(=O)(=O)c1ccc(N2CCOCC2)nc1	-5.6%	-19.1%	0.7%	-5.2%	-9.7%
O=C(COC(=O)c1cccc(F)c1)NC1CC1	1.5%	0.9%	0.9%	6.3%	-6.5%
COc1cc(S(=O)(=O)N2CCOCC2)ccc1NC(=O)CSc1nnc(N)s1	0.1%	-15.0%	0.8%	2.3%	2.5%
CCOc1ccc(CN2C(=O)c3ccccc3C2=O)cc1C(=O)O	-14.7%	-1.4%	i	6.0%	-2.3%
CCCCNC(=O)NS(=O)(=O)c1ccc(NS(=O)(=O)c2ccccc2)cc1	6.7%	-1.2%	5.2%	1.4%	3.6%

(cont.)
mol	Salmonella PhoP GFP	H1N1 NS1A inhibition	VEEV TC-83 Vero	H37Rv inhibition	tuberculosis growth
O=c1[nH]c2cc(F)ccc2c2ccc(F)cc12	nt	6.3%	1.4%	nt	nt
COc1ccc(C(=O)OCC(=O)N2CCc3ccccc3C2)cc1OC	nt	-11.2%	6.4%	13.1%	12.6%
CC1CC(C)CN(CCCNC(=O)Cc2c(C(=O)O)[nH]c3ccccc23)C1 (configuration not stated)	3.0%	-22.6%	i	-6.0%	-0.4%
CC1CCc2nc(NC(=O)c3cc(C(C)(C)C)nn3C)sc2C1 (configuration not stated)	6.1%	9.4%	8.4%	70.0%	34.6%
CCOc1ccccc1N1CCN(Cc2ccc(Br)s2)CC1	-14.6%	-2.6%	i	-12.4%	1.4%
O=C(O)CCNS(=O)(=O)c1ccc(Oc2ccccc2)cc1	-4.5%	-3.2%	0.9%	-7.9%	21.2%
COc1ccccc1C(CNC(=O)C(CCSC)NC(=O)c1ccccc1Cl)N1CCCC1 (configuration not stated)	nt	-0.1%	i	nt	nt
CC(C)(C)NC(=O)CSc1nnc(Cc2ccccc2)n1CC1CCCO1 (configuration not stated)	-6.9%	-1.1%	1.0%	-2.4%	10.0%
CC1Oc2cc3c(-c4c(O)cc(O)c5c(O)c6c(cc45)OC(C)C(C)C6=O)c(O)cc(O)c3c(O)c2C(=O)C1C (configuration not stated)	15.3%	29.4µM*	9.6%	1.1%	5.4%
Cc1ccc(CCNS(=O)(=O)c2cnc[nH]2)cc1	-12.0%	-2.9%	0.1%	3.0%	21.6%
CCNC(=O)COC(=O)c1cc(S(=O)(=O)N2CCCc3ccccc32)ccc1Cl	1.7%	2.1%	3.0%	0.7%	9.0%
CCC(C)n1cnc2c(=O)oc3ccccc3c21 (configuration not stated)	-3.4%	-1.2%	0.5%	0.5%	nt
Cc1cccnc1NC(=O)c1ccc2c(c1)NC(=O)C(C)S2 (configuration not stated)	1.0%	-2.6%	6.2%	-9.4%	-14.1%
O=C(O)COc1ccccc1Cc1ccccc1	10.5%	6.5%	0.8%	-2.5%	-6.4%
COc1ccc(CCNC(=O)C2CCCN(C(=O)c3ccc(Cl)cc3)C2)cc1 (configuration not stated)	2.8%	11.5%	0.2%	-3.7%	12.9%

Entries listed so far containing a CF3 group:
mol	Salmonella PhoP GFP	H1N1 NS1A inhibition	VEEV TC-83 Vero	H37Rv inhibition	tuberculosis growth
OCC#Cc1ncc(C(F)(F)F)cc1Cl	1.2%	1.3%	2.2%	-7.3%	72.8%
Cc1ccccc1CN1CCN(Cc2ccccc2C(F)(F)F)CC1	2.2%	2.3%	0.5%	-3.2%	0.6%
CC(C)(C)n1nnnc1C(c1cccc(C(F)(F)F)c1)N1CCOCC1 (configuration not stated)	-3.5%	6.0%	1.1%	3.6%	4.8%

Other entries:
mol	Salmonella PhoP GFP	H1N1 NS1A inhibition	VEEV TC-83 Vero	H37Rv inhibition	tuberculosis growth
CCOC(=O)NC(=O)CSc1ccc2ccccc2n1	-8.0%	0.0%	1.6%	0.6%	73.1%
O=C(CCCc1ccccc1)Nc1nccs1	12.9%	-6.0%	1.3%	-7.4%	0.4%
Cc1nc(-c2cccc(NC(=O)Cc3ccccc3)c2)cs1	-5.1%	7.2%	i	-3.9%	49.6%
COc1ccc(C(CNC(=O)c2cccc(S(=O)(=O)Nc3ccc(F)cc3)c2)N2CCOCC2)cc1 (configuration not stated)	nt	-0.8%	5.6%	nt	nt

High-throughput results from PubChem BioAssay.
